Assay outcomes as filed in PubChem.
TbMetRS inhib – Trypanosoma brucei MetRS inhibition; hit rate 0.4% among 360,000; purified T. brucei MetRS, ATP depletion, Kinase-Glo luminescence; inhibition, % at 11.9 µM; AID 624268;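 active = inhibition above a per-plate cutoff of the control wells' mean inhibition plus 3 SD, cut at about 5.5% in these data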;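 note: 0% = DMSO wells median and 100% = median of wells with control inhibitor compound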
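Measured by: Kinase-Glo luciferase luminescence reporting remaining unconsumed ATP. Material: purified T. brucei MetRS enzyme. Doses: 11.9 µM compound single dose, 0.9% DMSO. Medium: HEPES buffer containing pyrophosphatase, BSA, spermine, DTT. Times: 15 min preincubation, 2 h reaction, all 25 °C. Reagent: methionine, ATP and bulk E. coli tRNA.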
DNMT1 block – DNMT1 (human) enzyme inhibition; DNMT1 molecular beacon, Hinp1I cleavage, fluorescence; inhibition (reported as % activation of signal), % at 10 µM; hit rate 0.83% among 360,000; AID 588458; P26358; in the data active = inhibition above about 50%
NadD inh – NadD (S. aureus) enzyme inhibition; purified NadD enzyme, colorimetric absorbance read-out; inhibition, % at 20 µM; hit rate 0.78% among 360,000; AID 602399; in the data active = inhibition above about 26%; note: some compounds past the cut are filed as inactive
Neddyl block – cullin neddylation inhibition | P61081+Q13564 | TR-FRET cullin neddylation, biochemical | calls only at 25 µM | hit rate 0.58% among 360,000; in the data active = inhibition above about 36%
LMPTP block – LMPTP (human) inhibition | P24666 | recombinant LMPTP-A, OMFP fluorogenic substrate, fluorescence intensity | inhibition, % at 20 µM | hit rate 0.22% among 360,000;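 active = compounds that cut the enzyme signal by at least half of the control window in the single-dose screen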;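 note: plate controls were DMSO wells with enzyme plus substrate for no effect and substrate without enzyme for full effect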
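Assay system: LMPTP-A enzyme. Input: 0.625 nM LMPTP-A final. Probe or stimulus: 400 µM OMFP. Compound dosing: single 20 µM dose. Schedule: 50 min dark incubation at room temperature. Detection: fluorescence intensity of OMFP turnover product. Read-out: percent inhibition versus substrate-only and uninhibited controls. Benchmarks: no-enzyme low control, uninhibited high control.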
SUMO1 PPI mod – SUMO1-SIM interaction modulation; P63165; SUMO1 binding to a labelled peptide, TR-FRET, 1 h; hit rate 0.33% among 360,000; inhibition, % at 20 µM; in the data active = inhibition above about 37%
Target sequence (P63165 whole entry, looked up): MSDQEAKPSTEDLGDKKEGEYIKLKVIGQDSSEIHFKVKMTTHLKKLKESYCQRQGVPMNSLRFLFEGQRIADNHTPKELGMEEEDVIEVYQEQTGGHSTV
Scp1 inh – blocks human Scp-1 phosphatase activity; Q9GZU7; Recombinant Scp1, phosphopeptide, malachite green phosphate absorbance; inhibition, % at 20 µM; hit rate 0.88% among 340,000; AID 493091;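 active = inhibition above about 50% at 20 µM, limit read from the data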;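 note: plate controls were DMSO wells with enzyme for no effect and wells lacking enzyme for full effect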
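Incubation: 45 min enzyme reaction at room temperature / System: truncated SCP-1 phosphatase (76-261aa) / Reagent: Phospho 17-mer peptide substrate / Buffer or medium: Acidic Tris acetate buffer with magnesium and detergent / Signal: absorbance at 630 nm / Doses: one concentration, 20 µM, with 1.0% DMSO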
SKN-1 inh – blocks SKN-1 activity in C. elegans; C. elegans VP596 Pgst-4::GFP/RFP ratio, acrylamide-induced, 24 h; inhibition, % at 21.8 µM; hit rate 0.49% among 360,000;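 active = interference check ratio from 0.5 to 1.5 plus GFP to RFP signal ratio inhibition reaching or exceeding a fixed threshold, cut at about 30% in these data, passing the limit was not always enough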; note: some compounds called inactive have numbers as strong as hits
STEP inh – STEP (human) phosphatase inhibition. P54829. hit rate 0.25% among 360,000. recombinant STEP, OMFP fluorogenic substrate, fluorescence. AID 588621. inhibition, % at 20 µM;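 active = inhibition at 20 µM, scaled per plate between control wells, above about 37%, limit read from the data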;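 note: 0% = DMSO with enzyme and substrate and 100% = substrate only without enzyme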
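Test system: STEP tyrosine phosphatase / Reagent: OMFP at 25 µM / Doses: 20 µM, 1% DMSO / Read-out: percent inhibition scaled to no-enzyme and uninhibited-enzyme controls, plate-pattern corrected / Detection: FITC-channel fluorescence of OMFP product / Medium: Bis-Tris buffer pH 6.0, 2.5 mM DTT, 0.005% Tween 20 / Schedule: 20 min at room temperature, dark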
CendR NRP1 mod – NRP-1/CendR interaction modulation | FAM-RPARPAR peptide binding to NRP-1, fluorescence polarization | inhibition, % at 25 µM | hit rate 0.85% among 360,000;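 active = inhibition or corrected inhibition above about 18%, plus a signal ratio from 0.5 to 1.5, limit read from the data, passing the limit was not always enough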; note: strong numbers were not always called active
Target sequence (O14786 whole entry, looked up): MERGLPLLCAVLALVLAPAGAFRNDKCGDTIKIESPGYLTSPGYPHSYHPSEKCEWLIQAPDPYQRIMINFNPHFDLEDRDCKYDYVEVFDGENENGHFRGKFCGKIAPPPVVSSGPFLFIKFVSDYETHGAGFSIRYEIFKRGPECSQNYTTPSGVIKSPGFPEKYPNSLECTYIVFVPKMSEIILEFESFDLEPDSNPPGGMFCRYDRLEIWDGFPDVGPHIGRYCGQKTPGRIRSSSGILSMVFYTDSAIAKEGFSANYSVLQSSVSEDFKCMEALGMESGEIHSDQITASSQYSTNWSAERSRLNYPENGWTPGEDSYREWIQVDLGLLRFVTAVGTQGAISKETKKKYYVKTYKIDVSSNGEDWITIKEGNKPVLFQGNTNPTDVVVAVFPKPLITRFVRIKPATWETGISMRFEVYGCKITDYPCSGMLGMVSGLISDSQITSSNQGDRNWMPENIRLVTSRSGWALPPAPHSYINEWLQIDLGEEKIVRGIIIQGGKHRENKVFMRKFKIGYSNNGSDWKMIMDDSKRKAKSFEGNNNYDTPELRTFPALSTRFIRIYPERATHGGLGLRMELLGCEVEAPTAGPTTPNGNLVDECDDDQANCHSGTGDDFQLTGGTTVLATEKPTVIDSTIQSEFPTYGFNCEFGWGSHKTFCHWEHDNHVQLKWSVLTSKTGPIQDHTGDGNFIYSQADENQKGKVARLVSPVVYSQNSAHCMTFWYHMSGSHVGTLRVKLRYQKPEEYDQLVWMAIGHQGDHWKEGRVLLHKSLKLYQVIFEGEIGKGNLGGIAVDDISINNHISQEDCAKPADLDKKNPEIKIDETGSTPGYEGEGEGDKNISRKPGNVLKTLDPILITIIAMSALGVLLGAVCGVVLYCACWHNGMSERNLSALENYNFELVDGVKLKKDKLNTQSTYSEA
Numbers without * were called inactive; i = inactive; . = no result given.

nr	Scp1 inh	STEP inh	LMPTP block	SKN-1 inh	DNMT1 block	SUMO1 PPI mod	CendR NRP1 mod	Neddyl block	NadD inh	TbMetRS inhib	molecule
1	.	.	0.1	11.7	.	3.2	16.7	i	-0.8	0.4	C#CCNC(=O)C[C@@H]1C[C@@]2(C(=O)OCC)CCC=C2N(Cc2ccc(Cl)cc2Cl)C1=O
2	-10.4	-0.3	0.2	22.4	-2.3	-0.4	11.7	i	-7.2	0.5	O=C(COc1cccc(C(F)(F)F)c1)Nc1cccc(S(=O)(=O)NC2=NCCCCC2)c1
3	-5.2	3.3	0.0	-18.8	-3.3	-11.4	-12.7	i	-2.5	-0.2	CC(=O)Nc1ccc(S(=O)(=O)Nc2nc3cc4c(cc3nc2Cl)OCCO4)cc1
4	-7.0	-0.8	-0.8	-9.2	-1.4	-1.8	-5.9	i	8.7	0.0	Cn1nc(C(=O)N2CCCC2)c2ccccc2c1=O
5	-2.2	-0.7	0.4	-7.1	0.2	6.0	-6.7	i	4.4	0.1	O=C(CSc1nnc(NC(=O)c2ccco2)s1)Nc1ccccc1F
6	-2.3	-2.5	-0.4	6.3	4.1	0.9	1.7	i	1.1	-0.4	CC(C)C[C@@H](CC#N)N1CCN(Cc2ccccc2)CCC1=O
7	-8.3	0.8	2.2	-0.3	0.0	-5.7	3.8	i	4.8	-0.1	CC(C)c1ccc(/C=C/C(=O)NCc2ccc(S(N)(=O)=O)cc2)cc1
8	0.2	-2.0	-0.6	-10.2	-0.8	-4.0	-4.1	i	-6.7	-0.8	COc1cccc(/C=N/NC(=O)NC2CCCCC2)c1O
9	2.9	1.0	0.2	-31.1	3.0	0.3	3.8	i	-9.8	-0.9	COc1ccc(N(CC(=O)N2CCc3ccccc32)S(=O)(=O)c2c(C)noc2C)cc1
10	.	-3.1	0.9	0.8	5.8	-0.3	-6.3	i	-17.4	0.1	CC1(C(=O)Nc2ccc3c(c2)OCO3)CCN1C(=O)CCc1ccc(Cl)cc1Cl (stereo unspecified)
11	-2.2	3.6	-2.0	1.6	-4.9	-3.5	18.1	i	-3.8	0.0	CC(C)(C)C(=O)Nc1cccc(-c2nnc(-c3cccc(NC(=O)C(C)(C)C)c3)o2)c1
12	.	.	-3.0	3.8	.	-2.5	-4.6	i	-4.0	-1.6	COC(=O)[C@]12CCCCC=C1N(Cc1ccccc1)C(=O)[C@H](CC(=O)N1CCCCC1)C2

Three entries drawn at random from the list so far, as already listed:
nr	Scp1 inh	STEP inh	LMPTP block	SKN-1 inh	DNMT1 block	SUMO1 PPI mod	CendR NRP1 mod	Neddyl block	NadD inh	TbMetRS inhib	molecule
11	-2.2	3.6	-2.0	1.6	-4.9	-3.5	18.1	i	-3.8	0.0	CC(C)(C)C(=O)Nc1cccc(-c2nnc(-c3cccc(NC(=O)C(C)(C)C)c3)o2)c1
10	.	-3.1	0.9	0.8	5.8	-0.3	-6.3	i	-17.4	0.1	CC1(C(=O)Nc2ccc3c(c2)OCO3)CCN1C(=O)CCc1ccc(Cl)cc1Cl (stereo unspecified)
8	0.2	-2.0	-0.6	-10.2	-0.8	-4.0	-4.1	i	-6.7	-0.8	COc1cccc(/C=N/NC(=O)NC2CCCCC2)c1O

Next section.
nr	Scp1 inh	STEP inh	LMPTP block	SKN-1 inh	DNMT1 block	SUMO1 PPI mod	CendR NRP1 mod	Neddyl block	NadD inh	TbMetRS inhib	molecule
13	5.7	0.9	-0.2	2.7	0.7	3.3	-54.2	i	-2.6	-0.1	O=C(O)c1ccc(-c2nc3scc(-c4ccccc4)c3c(=O)[nH]2)cc1
14	1.4	-0.6	27.3	6.2	-2.1	-3.5	-0.8	i	-1.1	0.0	Cc1cc(N2CCN(CC(O)C(F)(F)F)CC2)c2ccccc2n1 (stereo unspecified)
15	-6.9	-2.8	1.1	-2.4	0.3	-12.7	3.2	i	-1.3	-0.6	Cc1cnc(NC(=O)c2ccc3c(c2)C(=O)N(Cc2ccco2)C3=O)s1
16	-6.0	1.3	-1.6	4.8	1.7	-2.6	-0.3	i	-3.4	-0.9	CCOC(=O)CC1C(=O)NCCN1C(=O)c1cccc(C(F)(F)F)c1 (stereo unspecified)
17	-6.0	1.4	4.1	11.2	-8.9	-0.3	-3.8	i	-7.0	-0.2	COc1ccc(-c2cc(C(F)(F)F)nc(NC3CCCC3)n2)cc1OC
18	-3.8	4.2	3.7	12.5	11.0	2.3	1.3	i	4.4	0.1	COc1ccc(N2CCN(C(=O)Cn3ncc4c([nH]c5ccccc54)c3=O)CC2)cc1
19	-2.3	-1.3	-1.4	5.5	0.1	1.4	16.2	i	-4.9	-0.4	CCN(CC)C(=O)c1ccccc1NS(=O)(=O)c1ccc(OC)c(C(=O)N2CCOCC2)c1
20	-2.0	-3.1	-0.8	-13.8	1.4	1.9	4.2	i	-6.2	-0.1	CS(=O)(=O)c1ccc(-c2cccc(NC(=O)c3ccco3)c2)nn1
21	-9.5	-3.5	-0.5	-12.1	2.2	1.3	7.2	i	2.0	-0.2	COC(=O)Cc1ccc(OC(=O)CCS(=O)(=O)c2ccc(C)cc2)cc1
22	-2.9	-4.1	-0.6	15.7	2.0	-18.9	10.5	i	0.5	-0.1	COc1cccc2cc(C(=O)NCC3CCCO3)c(=O)oc12 (stereo unspecified)
23	-1.5	1.9	-1.3	2.9	-2.3	0.5	3.8	i	-2.9	-0.6	O=C(O)c1cccc(S(=O)(=O)N2CCCC2)c1
24	-7.1	0.7	-0.8	8.1	-2.8	3.2	-5.3	i	1.5	-1.0	CCOc1ccc(S(=O)(=O)NCCC(=O)Nc2cccc(C(=O)OC)c2)cc1
25	-9.2	1.9	0.5	3.8	-4.1	2.6	2.3	.	5.7	0.1	CCOc1ccc2c(c1)C(C)=CC(C)(C)N2
26	17.0	-3.5	1.8	7.0	12.8	-41.5	144.0	i	3.3	0.1	O=C(NN=Cc1c(O)ccc2ccccc12)c1ccncc1
27	4.6	0.2	0.1	-6.3	-5.0	-0.4	-0.1	i	4.8	-0.8	Cc1cccc(N(C(=O)Cn2nnc3ccccc32)C(C(=O)NCc2ccco2)c2ccncc2)c1 (stereo unspecified)
28	-2.2	-2.3	-5.8	12.0	-0.6	3.0	10.8	i	3.1	-0.2	c1ccc(CNc2ncnc3[nH]ncc23)cc1
29	-4.4	-0.8	-2.1	1.4	0.6	1.1	11.2	i	-3.4	-0.7	C[C@@H](C(=O)Nc1ccccc1N1CCOCC1)N1C(=O)C2CC=CCC2C1=O (stereo partly specified)
30	-2.7	0.2	-1.6	10.9	3.8	-5.1	-7.0	i	-4.5	-1.0	Cc1ccc(/C=N/NC(=O)CNC(=O)COc2ccccc2)o1
31	2.5	-0.1	2.5	-10.9	-4.1	-15.7	-186.8	i	5.0	1.9	CC(=O)c1cc(NC(=O)c2ccc(Cl)cc2)c(=O)oc1/C=C/N(C)C
32	-9.8	1.7	-0.8	12.2	-10.7	4.2	-2.2	i	-3.3	-0.9	CC(=O)N(Cc1ccco1)c1nc(C(=O)Nc2ccc(Cl)cc2)c(C)s1
33	-4.3	-0.8	0.1	5.1	-7.3	0.7	18.6	i	2.8	0.1	CC(=C/C(=O)O)/C=C/c1cccs1
34	-6.5	-0.4	-0.2	17.3	1.8	-3.0	-7.5	i	-4.3	-1.2	Cc1noc(C(=O)Nc2cccc(Cl)c2)c1Cl
35	-0.8	-0.2	3.8	-21.7	-0.5	-1.7	-0.4	i	-8.3	-0.8	N#Cc1ccccc1Sc1ccccc1C(=O)NCC(c1ccco1)N1CCCC1 (stereo unspecified)
36	-8.0	0.9	5.2	-16.5	-1.4	0.7	-4.7	i	-8.5	-0.1	CCCc1cc(C(=O)Nc2ccc(C(=O)c3ccc(F)cc3)cc2)n(C)n1
37	-7.6	4.0	1.2	19.3	1.1	-22.1	6.3	i	1.4	-0.3	O=C(CCN1C(=O)/C(=C\c2ccccc2F)SC1=S)N1CCCCC1
38	-7.4	-7.7	0.6	6.0	2.2	-6.6	6.1	.	-5.8	0.2	CC1=CC2=NC(=O)CC(C)(C(=O)N(CC(=O)NC3CCCC3)c3ccccc3C)N2C=C1 (stereo unspecified)
39	-2.7	0.8	0.2	2.1	-7.8	4.5	-16.1	i	-1.7	-0.7	Cc1[nH]c2ccccc2c1-c1csc(NC(=O)CSCC(=O)O)n1
40	.	-0.6	0.0	4.3	-8.0	-5.5	-7.6	i	-0.4	0.0	Cc1ccc(S(=O)(=O)N(C)c2ccc(C(=O)NCC(c3ccccc3)N3CCCC3)cc2)cc1 (stereo unspecified)
41	-16.7	3.0	-0.5	1.5	4.3	0.8	6.6	i	-4.7	-1.2	COc1ccc(CN2CCCC(C(=O)N3CCCCC3)C2)cc1OC (stereo unspecified)
42	-11.0	-1.1	0.8	23.1	0.9	0.7	-36.4	i	-4.0	-0.1	CC1Cc2ccccc2N1C(=O)CCS(=O)(=O)c1ccc2c(c1)NC(=O)CS2 (stereo unspecified)
43	2.2	-0.9	-1.0	9.9	2.9	-0.3	5.4	i	-3.8	-0.5	COC(=O)c1sccc1NC(=O)c1ccc(Br)s1
44	-8.7	0.6	1.3	4.6	-1.5	-12.7	-1.3	i	-4.6	-0.6	O=C(NC(=S)NCc1ccccc1)c1ccccc1[N+](=O)[O-]
45	-0.3	6.6	-3.5	-15.6	2.8	-4.2	14.6	i	5.5	-0.5	COc1ccc2c(c1OC)C(=O)OC2Nc1ccccn1 (stereo unspecified)
46	-6.8	2.5	0.6	4.1	5.2	-1.9	1.7	i	1.5	1.1	Cc1cc(NC(=O)CCCOc2ccc(Cl)cc2Cl)no1
47	-7.6	-1.5	-1.6	5.5	-0.2	2.3	-9.1	i	7.3	-0.4	O=C1C2CCCN2C(=O)N1CCN1CCN(c2ccccc2)CC1 (stereo unspecified)
